All columns: NCI-60 one-dose screen, growth in % after 48 h at 10 µM unless noted; 100 = growth as untreated, 0 = no growth, -100 = all killed.
SR – SR leukemia cells; 8.7% of 73,000 active; AID 1794780
RPMI-8226 – RPMI-8226 leukemia cells | 7.5% of 77,000 active | AID 1794781
HOP-92 – HOP-92 NSCLC cells | 6.3% of 71,000 active | AID 1794738
CCRF-CEM – CCRF-CEM leukemia; 7% of 77,000 active; AID 1794778
HOP-62 – HOP-62 NSCLC; 3.9% of 80,000 active
K-562 – K-562 leukemia. 7.4% of 78,000 active
MOLT-4 – MOLT-4 leukemia cells; 6.9% of 80,000 active
MDA-MB-435 – MDA-MB-435 melanoma | 7.8% of 82,000 active | AID 1794794
* hit, by the source's call; . = no result given; & = joins results of further samples. Rule for the calls: active = growth percent below 10; inactive = the rest.

SMILES | SR | RPMI-8226 | HOP-92 | CCRF-CEM | HOP-62 | K-562 | MOLT-4 | MDA-MB-435
COc1ccc(-c2nc3ncccn3c2-c2nnc(-c3cc(OC)c(OC)c(OC)c3)o2)cc1 | 81 | 55 | . | 58 | 100 | 83 | 76 | 90
CN1CC(c2ccc([N+](=O)[O-])cc2)C2(SC(=Nc3ccccc3)N(Nc3ccccc3)C2=O)C12C(=O)Nc1ccccc12 (stereo not given) | 44 | 41 | 69 | 63 | 81 | 36 | 14 | 81
O=C1C=Cc2nc3ccccc3c(=O)n21 | 93 | 105 | 87 | 107 | 101 | 94 | 99 | 103
CN(C)CCC(=O)c1ccc(-c2ccccc2)cc1 | 103 | 55 | 109 | 101 | 103 | 102 | 111 | 104
Clc1ccc(-n2ncc3c(Nc4ccccc4)ncnc32)cc1 | 114 | 98 | 115 | 100 | 79 | 91 | 102 | 102
CCCCCc1ccccn1 | . | 102 | 87 | 124 | 108 | 110 | 106 | 115
CNC1=C([N+](=O)[O-])C(c2cccc(Br)c2)C(C#N)=C(c2cccs2)O1 (stereo not given) | 97 | 100 | 75 | 102 | 89 | 88 | 98 | 106
O=S(=O)(c1ccccc1)N1CCCCC1 | 98 | 97 | 91 | 107 | 95 | 99 | 100 | 102
COc1cc(Cl)cc(-c2nn(-c3cccc(NC(=O)Nc4ccc(Cl)c(Cl)c4)c3)cc2-c2ccncc2)c1 | -18* | -4.4* | . | 5.7* | 16 | 10 | -16* | 0.5*
C=CCOc1nc(N)nc(OCC=C)n1 | 90 | 82 | 80 | 89 | 86 | 107 | 103 | 111
COc1cc(CNS(=O)(=O)c2ccc(C)cc2)ccc1OCc1cn(-c2ccc(Br)cc2)nn1 | 100 | 87 | 112 | 90 | 92 | 94 | 101 | 101
CCC(C)(C(=O)Nc1ccc2nc(C)cc(N)c2c1)C(=O)Nc1ccc2nc(C)cc(N)c2c1 | 105 | 100 | 108 | 104 | 128 | 107 | 99 | 102
COC(=O)C1NN(c2ccc(S(N)(=O)=O)cc2)c2nc3nc(-c4cccs4)cc(-c4cccs4)c3c(=O)n21 (stereo not given) | . | 33 | 42 | . | 99 | 51 | 68 | 77
COc1ccc2nc(C#N)ccc2c1 | . | 107 | 111 | 104 | 103 | 103 | 106 | 98
CC/C=C\C/C=C/C=C1/C(=O)C=C[C@@H]1C/C=C\CCCC(=O)OC | 5.2* | 1.8* | 42 | 1.2* | 36 | 2.3* | 5.5* | -39*

Compound profiles (already shown).
Entry for CCC(C)(C(=O)Nc1ccc2nc(C)cc(N)c2c1)C(=O)Nc1ccc2nc(C)cc(N)c2c1 = SR: 105; RPMI-8226: 100; HOP-92: 108; CCRF-CEM: 104; HOP-62: 128; K-562: 107; MOLT-4: 99; MDA-MB-435: 102
Entry for COC(=O)C1NN(c2ccc(S(N)(=O)=O)cc2)c2nc3nc(-c4cccs4)cc(-c4cccs4)c3c(=O)n21 (stereo not given) = SR: .; RPMI-8226: 33; HOP-92: 42; CCRF-CEM: .; HOP-62: 99; K-562: 51; MOLT-4: 68; MDA-MB-435: 77

Following part
SMILES | SR | RPMI-8226 | HOP-92 | CCRF-CEM | HOP-62 | K-562 | MOLT-4 | MDA-MB-435
COc1ccc(-c2cc(/C=C3\C(=O)Nc4ccc(OC)cc43)[nH]n2)cc1 | 20 | 21 | . | 18 | 51 | 16 | 27 | -25*
CCN1C(=O)N(CC)C2Nn3c(s/c(=C\c4ccco4)c3=O)=NC21 (stereo not given) | 54 | 108 | 106 | 100 | 99 | 60 | 102 | 39
O=C(NCc1csnn1)c1ccccc1 | 92 | 104 | 92 | 83 | 92 | 99 | 103 | 103
N#Cc1c(Cl)nc(NS(=O)(=O)c2ccccc2)nc1-c1ccc(Cl)cc1 | 97 | 103 | 99 | 101 | 111 | 112 | 109 | 104
Nc1ccc(C(=O)/C=C/c2cc3ccccc3nc2Cl)cc1 | 58 | 54 | 82 | 68 | 105 | 58 | 84 | 88
O=C(O)CC1(C(=O)O)CC2C=CC1C2 (stereo not given) | 113 | 99 | 106 | 104 | 108 | 97 | 101 | 109
CCN(CC)CCN1C(=O)c2c(c(C)c3c(oc4cc(O)ccc43)c2C)C1=O | -25* | -36* | 72 | . | 93 | -59* | -34* | 73
COc1cccc(N2C(=O)CSC2=S)c1 | 106 | 62 | 74 | 69 | 107 | 112 | 99 | 114
CCCn1c(=O)[nH]c2c(c1=O)C(c1ccc(Cl)cc1)c1c([nH]c(=O)n(CCC)c1=O)N2 | 98 | 101 | 101 | 95 | 100 | 106 | 111 | 105
O=C(Nc1ccc2[nH]c3ccccc3c2c1)c1ccccc1Cl | 18 | 67 | 76 | 40 | 45 | 10.0* | 33 | -53*
C=CCOc1ccc2c(c1)CC[C@@H]1[C@@H]2CC[C@]2(C)C[C@@H](O)C[C@@H]12 | . | 89 | 88 | 85 | 112 | 38 | 91 | 20
CC1CCC(CC(=O)O)(C(=O)O)CC1 (stereo not given) | 94&88 | 111&90 | 111&110 | 113&83 | 101&107 | 99&100 | 102&81 | 111&106
C=CCn1c(SCC(=O)Nc2ccc(C(=O)/C=C/c3cc(OC)c(OC)c(OC)c3)cc2)nnc1-c1c[nH]c2ccccc12 | 1.4* | -35* | 64 | 5.4* | 71 | 3.0* | 2.8* | 5.2*
Cc1cc(OC(=O)c2ccc(Cl)cc2)nc2[nH]c(=O)sc12 | . | 100 | 99 | 104 | 96 | 104 | 106 | 99
Cc1cc(O)cc(O)c1 | 97 | 109 | 110 | 100 | 110 | 103 | 107 | 112
ClCCOCOc1ccc2ccccc2c1 | 105 | 103 | 99 | 98 | 107 | 105 | 114 | 111
COc1ccc(CN=Cc2cc(C(C)(C)C)cc(C(C)(C)C)c2O)cc1 | 32 | 19 | 37 | 29 | 46 | 36 | 40 | 80
COc1nc(N)c(NS(=O)(=O)c2ccc(C(C)=O)cc2)c(=O)[nH]1 | 103 | 104 | 98 | 105 | 107 | 104 | 103 | 104
COc1ccc2c(c1)C(N1CCCC1=O)CCN2Cc1cc2ccccc2[nH]c1=O (stereo not given) | . | 73 | 46 | 98 | 91 | 105 | 79 | 91
COc1ccc(NC(=O)C(=O)c2c[nH]c3ccc(F)cc23)cc1 | 81 | 93 | 99 | 98 | 103 | 91 | 91 | 96
COc1ccc2[nH]c(=O)c(C(C)=O)c(O)c2c1 | 82 | 110 | 99 | . | 108 | 94 | 86 | 93
COc1ccc(C2=Nc3c(c(-c4ccccc4)nn3-c3ccccc3)C3(C(=O)Nc4ccc(Cl)cc43)C2C#N)cc1 (stereo not given) | 70 | 59 | 73 | 65 | 99 | 74 | 52 | 87
N#CCCNC(=S)Nc1ccccc1 | 119 | . | 98 | 103 | 100 | 115 | 107 | 105
COc1ccc(CC2(c3ccccc3)NC(=O)NC2=O)cc1 (stereo not given) | 64 | 92 | 91 | 82 | 91 | . | 99 | .
CC12CCC(CC1O)C2C(=O)O (stereo not given) | 95 | 107 | 135 | 104 | 100 | 105 | 96 | .
CC(C)(C)c1ccc(S(=O)(=O)Oc2ccc(NC(=O)C3CCCCCC3)cc2)cc1 | 81 | 49 | 69 | 43 | 91 | 34 | 42 | 83
CCN1C(=S)N(CC)C2C1NN=C1SC(c3ccccc3)=CC(=O)N12 (stereo not given) | 52 | 107 | 103 | 97 | 100 | 57 | 98 | 59
NS(=O)(=O)c1ccc(NC(=S)NC(=O)c2ccco2)cc1 | 192 | 105 | . | 115 | 167 | 107 | 136 | 108
CC(=O)c1ccc(NC(=O)CCN2CCN(c3cc4c(cc3F)c(=O)c(C(=O)O)cn4C3CC3)CC2)cc1 | 90 | 109 | 95 | 110 | 91 | 112 | 98 | 108
CC(=O)N(C(C)=O)c1ncc(-c2ccc(C(F)(F)F)cc2)c(NC2CCCCCC2)n1 | 65 | 47 | . | 65 | 97 | 83 | 83 | 84

5 records drawn at random from those above:
SMILES | SR | RPMI-8226 | HOP-92 | CCRF-CEM | HOP-62 | K-562 | MOLT-4 | MDA-MB-435
COc1ccc(CN=Cc2cc(C(C)(C)C)cc(C(C)(C)C)c2O)cc1 | 32 | 19 | 37 | 29 | 46 | 36 | 40 | 80
CC(C)(C)c1ccc(S(=O)(=O)Oc2ccc(NC(=O)C3CCCCCC3)cc2)cc1 | 81 | 49 | 69 | 43 | 91 | 34 | 42 | 83
CC(=O)N(C(C)=O)c1ncc(-c2ccc(C(F)(F)F)cc2)c(NC2CCCCCC2)n1 | 65 | 47 | . | 65 | 97 | 83 | 83 | 84
ClCCOCOc1ccc2ccccc2c1 | 105 | 103 | 99 | 98 | 107 | 105 | 114 | 111
COc1ccc2[nH]c(=O)c(C(C)=O)c(O)c2c1 | 82 | 110 | 99 | . | 108 | 94 | 86 | 93

(cont.)
SMILES | SR | RPMI-8226 | HOP-92 | CCRF-CEM | HOP-62 | K-562 | MOLT-4 | MDA-MB-435
CCOC(=O)/C(=C\c1ccc(Br)cc1)C(C)=O | 89 | 104 | 101 | 94 | . | 97 | 91 | 106
Cc1cc2cc(C3C(C(N)=O)=C(N)Oc4n[nH]c(C)c43)c(Cl)nc2cc1C (stereo not given) | 87 | 96 | 120 | 101 | 93 | 107 | 98 | 99
Cc1ccc2c(c1)sc1nncn12 | 97 | 101 | 79 | 100 | 99 | 88 | 101 | 105
CC(=O)Nc1ccccc1-c1ccccc1[N+](=O)[O-] | 99 | 115 | 96 | 108 | 99 | 92 | 106 | 125
CC(C)(C)C(=O)c1c2c(c3ccc4c5ccccc5ccc4n13)C(=O)c1ccccc1C2=O | 85 | 97 | 104 | 100 | 85 | 103 | 94 | 103
Cc1ccc(C(=O)/C=C/c2ccc(Oc3ccc(Br)cc3)cc2)cc1 | 77 | 73 | 85 | 90 | 101 | 86 | 84 | 96
N#Cc1c(-c2ccccc2)cc(-c2ccccc2)n(CCCC(=O)NO)c1=O | 7.7* | 11 | 30 | 11 | 22 | 7.4* | 14 | -12*
OC(CCl)Cc1cccc(C(F)(F)F)c1 (stereo not given) | 105 | 104 | 101 | 96 | 96 | 92 | 100 | 96
O=C(CCn1c[n+](CC(=O)c2ccc(C(F)(F)F)cc2)c2ccccc21)Nc1cccc2cccnc12 | 120 | 87 | . | 84 | 93 | 79 | 85 | 98
CCOC(=O)c1ccc(NC(=S)P(=O)(c2ccccc2)c2ccccc2)cc1 | 69 | 64 | 78 | 70 | 105 | 56 | 53 | 91
COc1ccc(/C=C2\CC/C(=C\c3ccc(OC)cc3)C2=O)cc1 | 96&98 | 100&116 | 111&25 | 84&111 | 97&92 | 103&99 | 95&107 | 104&94
CC(=O)c1sc(Nc2nc(O)c(C3=c4cc(Cl)ccc4=NC3=O)s2)nc1C | 83 | 74 | 127 | 79 | 118 | 87 | 76 | 99
Cc1sc(N=Nc2ccc(N(C)C)cc2)[n+]([O-])c1C | 98 | 106 | 75 | 104 | 106 | 121 | 103 | 101
Nc1nc(Nc2ccccc2O)nc(C(Cl)(Cl)Cl)n1 | . | 114 | 112 | 81 | 96 | 81 | 89 | 95
C=C(C)[C@@H]1CC[C@]2(C(=O)OC)CC[C@]3(C)[C@H](CC[C@@H]4[C@@]5(C)CC/C(=N\OC(C)=O)C(C)(C)[C@@H]5CC[C@]43C)[C@@H]12 | 107 | 92 | 40 | 99 | . | . | 105 | 99
CC(O)CN1CNC(=S)NC1 (stereo not given) | 90 | 102 | 98 | 99 | 102 | 82 | 100 | 105
Cc1ccc(C(O)C2=CC(=O)c3ccccc3C2=O)cc1 (stereo not given) | 90 | . | . | . | 104 | 112 | 95 | 102
COc1ccc(/C=C(\c2cc(OC)c(OC)c(OC)c2)c2nnc(-c3ccc(F)cc3)o2)cc1 | 86 | 99 | 84 | . | 98 | 89 | 89 | 101
COc1cc(OC)c(NC(N)=O)cc1Cl | . | 112 | 104 | 97 | 105 | 103 | 101 | 105
COc1ccc2c(c1)C(=O)c1c-2c(=O)n(CCCCCCC(=O)NO)c2ccccc12 | 5.2* | -2.8* | . | -7.5* | -3.7* | 8.8* | 4.4* | -14*
CNCc1c(C)c(C(C)(C)C)cc(C(C)(C)C)c1O | 89 | 85 | 86 | 98 | 93 | 87 | 88 | 103
OCC(O)c1nc2ccc3[nH]ncc3c2c2c1CCCC2 (stereo not given) | -4.6* | 10 | -10* | 6.7* | 11 | 37 | 1.4* | 17
O=C1C2C3C=CC(O3)C2C(=O)N1CCN1CCOCC1 (stereo not given) | . | 106 | 69 | 108 | 123 | 95 | 102 | 158
Cn1c(=O)c2c(nc(/N=C/c3ccc([N+](=O)[O-])cc3)n2C)n(C)c1=O | 107 | 111 | . | 99 | 98 | 113 | 116 | 89
O=C(COc1cccc2cccnc12)Nc1ccc(C(=O)/C=C/c2cccs2)cc1 | 89 | 80 | 102 | 94 | 97 | 84 | 83 | 98
Fc1ccc2c(c1)c(-c1nc(-c3c[nH]c4ncccc34)cs1)cn2CCCN1CCOCC1 | 12 | 37 | 24 | 22 | 50 | 1.7* | 25 | -17*
COc1ccc(C2CC(c3ccc(Cl)cc3)=NN2C(=O)Cn2c3c(sc2=O)C2C[C@@H](C)CCC2C(C)(C)S3)cc1 (stereo not given in full) | 77 | 70 | 65 | 76 | 85 | 78 | 56 | 93
N#Cc1c(N)nn(C(=O)c2ccc(NC(=O)c3ccccn3)cc2)c1-c1ccc(Cl)cc1 | 50 | 44 | 7.0* | . | -18* | 34 | 53 | 34
O=c1[nH]c(=O)n(C2OC(CO)C(O)C2O)cc1I (stereo not given) | 114&96 | 107 | 78 | 95 | 96&101 | 128&95 | 111&85 | 95&106
COc1ccc(/C=N/NC(=O)CN2CCN(c3cc4c(cc3F)c(=O)c(C(=O)O)cn4C3CC3)CC2)cc1 | 92 | 99 | 99 | 101 | 97 | 87 | 86 | 107
CN(C)c1ccc(/C=C2\C(=O)Nc3ccc(Cl)cc32)s1 | 94 | 72 | 121 | 79 | 89 | 73 | 71 | 104
C/C(=C/c1cc(Cl)ccc1O)c1ccc2cc(Cl)ccc2[o+]1 | 98 | 107 | 100 | 98 | 95 | 105 | 102 | 103

Screening results: PubChem, NCI
